Screens deposited in PubChem BioAssay by several laboratories.
PPARg SRC-1 ag = promotes SRC-1 coactivator recruitment by human PPARgamma; P37231; PPARgamma-SRC-1 coactivator recruitment biochemical assay; activation, % at 8 µM; actives 0.41% (n = 200,000); in the data active means activation above about 19%;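 further: 0% = DMSO and 100% = reference agonist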
PPARg SRC3 recr = agonists of human PPARgamma SRC-3 coactivator recruitment; P37231; actives 0.26% (n = 200,000); activation, % at 8 µM; biochemical PPARgamma/SRC-3 coactivator recruitment assay; in the data active means activation above about 23%;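 further: 0% = DMSO and 100% = reference agonist; some compounds past the cut are filed as inactive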
STAT1 blocker = inhibitors of IFN-gamma induced STAT1 signaling | NIH 3T3 STAT1-luciferase reporter, luminescence | inhibition, % at 5.5 µM | actives 0.35% (n = 200,000) | AID 920;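 active means inhibition above a set limit, the mean inhibition across all tested compounds plus 3 SD, cut at about 34% in these data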;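 further: 0% = IFN-gamma with DMSO and 100% = IFN-gamma with 300 µM nifuroxazide; values of inactives mirror those of a sister screen read the other way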
ROMK mod = modulates human ROMK potassium channel activity; B-score at 10 µM; actives 2% (n = 130,000); P48048; Tet-inducible ROMK, thallium flux fluorescence; actives lie on both sides;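 active means signal ratio slope over the read window, or its plate-corrected B-score, at least 3 SD from the plate mean, either direction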;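 further: B-score of the F/F0 ratio slope over 7 to 12 s after thallium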
Target sequence (P48048 whole entry, looked up): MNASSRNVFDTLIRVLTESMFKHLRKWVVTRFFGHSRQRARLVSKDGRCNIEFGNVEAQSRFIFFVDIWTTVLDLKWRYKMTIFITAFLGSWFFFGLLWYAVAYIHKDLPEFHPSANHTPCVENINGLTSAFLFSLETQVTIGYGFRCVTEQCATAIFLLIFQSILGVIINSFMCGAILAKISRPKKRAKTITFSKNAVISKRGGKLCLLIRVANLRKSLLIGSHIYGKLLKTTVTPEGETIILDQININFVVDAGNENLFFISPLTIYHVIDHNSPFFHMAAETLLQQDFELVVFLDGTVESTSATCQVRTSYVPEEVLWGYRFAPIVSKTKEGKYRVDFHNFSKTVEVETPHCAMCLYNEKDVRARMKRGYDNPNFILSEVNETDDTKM
PPARg SRC2 recr = PPARgamma-driven SRC-2 recruitment agonism | P37231 | PPARgamma LBD-SRC-2 recruitment, biochemical | activation, % at 8 µM | actives 0.34% (n = 200,000) | AID 1032; in the data active means activation above about 22%;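 further: 0% = vehicle and 100% = reference agonist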
STAT3 activator = STAT3 signaling activation. activation (% of control), % at 5.6 µM. AID 871. U3A cells, IL-6 STAT3-luciferase reporter, luminescence; 100% = signal with IL-6 EC80 alone. actives 0.91% (n = 190,000);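 active means activation above the screen-wide mean of compound activation plus 3 SD, cut at about 130% in these data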;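 further: 0% = background luminescence of wells with medium and substrate only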
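Material: STAT1-lacking human U3A cells, STAT3 luciferase reporter | Benchmarks: IL-6-only wells as 100% reference | Probe or stimulus: IL-6 (33 ng/mL) | Timing: Compound 1 h, then IL-6 6 h at 37 °C | Detection: Luminescence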
TNAP act hi DEA = TNAP (human) activation, high acceptor; P05186; purified TNAP, CDP-star luminescence, 1 M DEA, 30 min; hits give high values; 0 = EDTA background, 1 = DMSO-only activity; activation factor at 20 µM; 200,000 tested, under 10 active;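 active means activation factor at least 2 at 20 µM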
Target sequence (P05186 whole entry, looked up): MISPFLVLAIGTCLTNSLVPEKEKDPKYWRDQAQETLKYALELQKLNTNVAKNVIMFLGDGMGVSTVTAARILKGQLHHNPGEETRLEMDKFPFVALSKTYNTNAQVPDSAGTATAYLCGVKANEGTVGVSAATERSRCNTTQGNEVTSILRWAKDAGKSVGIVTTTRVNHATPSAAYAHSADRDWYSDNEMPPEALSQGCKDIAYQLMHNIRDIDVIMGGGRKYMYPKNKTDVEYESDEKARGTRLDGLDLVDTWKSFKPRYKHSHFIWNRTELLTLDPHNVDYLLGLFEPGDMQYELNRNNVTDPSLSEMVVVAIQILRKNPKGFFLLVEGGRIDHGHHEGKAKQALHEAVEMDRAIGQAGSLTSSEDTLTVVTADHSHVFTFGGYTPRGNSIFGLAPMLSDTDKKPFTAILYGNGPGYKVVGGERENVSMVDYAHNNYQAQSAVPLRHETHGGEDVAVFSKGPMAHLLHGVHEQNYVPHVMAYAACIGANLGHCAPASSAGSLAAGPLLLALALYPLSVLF
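Assay system: human TNAP; Input: enzyme diluted 1/800 final; Reagent: CDP-star luminogenic substrate at 100 µM final; Timing: 30 min, room temperature; Signal: luminescence; Evaluation: TNAP activation factor scaled between EDTA and DMSO control wells.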
SRC2 TRFRET art = counter-screen for PPARgamma SRC-2 recruitment agonists: TR-FRET artefact; hits give high values; TR-FRET ratio at 8 µM; actives 0.4% (n = 200,000); AID 1049; in the data active means TR-FRET ratio above about 2000; further: inactives centre near 1500
bIAP activator = intestinal alkaline phosphatase (bovine) activation. AID 1016. purified bovine IAP, CDP-star luminescence, 30 min; hits give high values; fold of DMSO-control signal, blank-subtracted. actives 0.17% (n = 200,000). activation factor at 20 µM;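 active means activation factor of 2 or more at 20 µM, a signal rise over negative controls twice the positive control's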
bIAP inhibitor = intestinal alkaline phosphatase (bovine) inhibition; purified bovine IAP, CDP-star luminescence, 30 min; 190,000 tested, under 10 active; AID 1019; inhibition, % at 20 µM;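 active means over 50% inhibition of intestinal alkaline phosphatase at 20 µM in the single-dose screen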
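System: purified bovine intestinal alkaline phosphatase (IAP) enzyme; Input: IAP diluted 1/65,000,000 in the well; Measured by: CDP-star luminescence signal; Compound dosing: 20 µM single dose; Incubation: 30 min reaction at room temperature.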
STAT3 inh = inhibitors of IL-6 induced STAT3 signaling | actives 0.89% (n = 190,000) | U3A cells, IL-6 STAT3-luciferase reporter, luminescence; host cell line lacks STAT1 | AID 862 | inhibition, % at 5.5 µM;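 active means inhibition above the mean inhibition across all screened compounds plus 3 SD, cut at about 44% in these data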;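 further: 0% = DMSO only wells and 100% = 100 µM nifuroxazide control wells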
Active calls of the source: *; . = not tested or not shown.

Structure	PPARg SRC-1 ag	PPARg SRC3 recr	STAT1 blocker	ROMK mod	PPARg SRC2 recr	STAT3 activator	TNAP act hi DEA	SRC2 TRFRET art	bIAP activator	bIAP inhibitor	STAT3 inh
COc1ccc(-n2c(SCC(=O)NCc3ccco3)nc3c([nH]c4ccccc43)c2=O)cc1	3	11	17	.	4	154*	1.1	1580	1	2	-54
COc1ccc(S(=O)(=O)N2CC(O)C[C@H]2C(=O)OCC(=O)N2CCCCCC2)cc1 (stereo partly specified)	-2	0	-46	0.57	14	112	1	1675	0.9	8	-14
Cc1ccc(S(=O)(=O)N2CCOCC2)cc1NC(=O)COC(=O)c1n[nH]c(=O)c2ccccc12	-3	5	1	0.18	5	104	1	1732	1	1	0
CCOC(=O)c1cnn(-c2cc(Oc3ccccc3C)ncn2)c1N	-1	-6	-3	0.71	8	103	1	1507	0.9	12	-3
CNS(=O)(=O)c1cccc(C(=O)OCC(=O)Nc2ccc(N3CCCCC3)cc2)c1	6	1	-6	-0.006	-3	97	1	1633	1.1	-9	3
CCOC(=O)C(C)Sc1nc2c(c(=O)[nH]c(=O)n2C)n1Cc1ccc(Cl)cc1 (stereo unspecified)	0	2	6	.	1	102	1	1739	1	-3	-2
C=CCn1c(N/N=C/c2ccc(O)cc2)nc2ccccc2c1=O	3	1	-9	-0.044	9	86	1	1532	1	-4	21
N#CCCn1c(SCC(=O)NCCc2ccc(F)cc2)nc2ccccc21	-2	-8	3	-1.1	-6	106	1	1424	1	1	-3
COc1cc(OC)c(C(=O)OCC(=O)NCCc2ccccc2)cc1OC	3	5	4	-0.37	9	95	1.1	1492	0.8	18	6
CSC1=N/C(=C\c2ccc3c(c2)OCO3)C(=O)S1	7	4	1	.	2	112	1	1522	0.9	8	-8
OC(COc1ccc2ccccc2c1Br)Cn1cnc(-c2ccccc2)c1 (stereo unspecified)	0	17	3	0.11	10	98	1.1	1719	1	0	8
OCC(O)CN(c1ccccc1)c1ccccc1 (stereo unspecified)	0	2	10	-1.5	4	89	1	1503	0.9	7	20
CCC(=O)Nc1ccc2c(c1)nc1n2CCSC1	6	1	-9	0.13	5	80	1.1	1568	1	1	30
COc1ccccc1NC(=O)CSc1nnc(-c2ccncc2)n1CC1CCCO1 (stereo unspecified)	-1	-1	1	0.011	1	93	1	1371	0.9	8	11
O=C(/C=C\c1cccs1)N1CCN(Cc2ccc3c(c2)OCO3)CC1	3	2	1	-0.38	0	97	1	1585	1	3	6
COc1ccc(C2=NN(c3nc4ccccc4s3)C(=O)/C2=C\N(C)C)cc1	0	0	-3	0.11	6	120	1	1301	0.9	7	-23
CCN(CC)S(=O)(=O)c1cc(C(=O)OCC(=O)NC(=O)c2cccn2C)ccc1C	2	6	3	-0.078	8	96	1	1719	1	-2	12
CN(/C=C/c1c([N+](=O)[O-])c(=O)n(C)c(=O)n1C)c1ccccc1	3	4	-4	0.5	1	106	1	1718	0.9	7	-5
O=C(Nc1cccnc1)c1ccc(S(=O)(=O)N2CCCCCC2)cc1	8	-4	7	0.4	5	91	1	1519	0.9	10	8
Cc1ccc(C(=O)NC2CCN(C(=O)NC3CCCCC3)CC2)cc1	5	8	10	0.88	8	98	1	1535	1	2	6
Clc1ccc(-c2ncc3ccccn23)cc1	3	1	-30	.	5	98	1	1697	1.2	-19	4
O=C(Cc1ccc([N+](=O)[O-])cc1)N1N=C(C2CC2)CC1(O)C(F)(F)F (stereo unspecified)	7	-2	4	-0.24	4	97	1	1666	1	2	12
Cc1ccc(NC(=O)CCn2c(=O)oc3ccccc32)c(C)c1	3	5	-1	-0.033	-1	103	1	1471	0.9	11	-3
NS(=O)(=O)c1cccc(NC(=O)COc2ccc([N+](=O)[O-])cc2)c1	10	6	-1	-0.13	3	101	1	1764	0.9	9	2
CCOc1ccc(S(=O)(=O)c2c(C(=O)c3ccccc3)cnc3cc4c(cc23)OCCO4)cc1	7	-6	-5	.	-4	108	1	1938	1	-5	-15
Cc1ccc(C(=O)Nc2ccc(N3CCCC3)cc2)c(C)c1	12	8	-4	0.35	6	92	1	1948	1.1	-11	19
O=C(Nc1nnc(C2=COCCO2)o1)c1ccc(S(=O)(=O)N2CCOCC2)cc1	2	0	-6	-0.56	-1	108	1	1634	1	1	0
O=C(Nc1ccc(F)cc1)C(c1ccccc1)N1CCN(C(=O)c2ccco2)CC1 (stereo unspecified)	0	0	3	.	6	101	1	1536	1.1	-12	7
CCCCn1nc(C(=O)N2CCc3ccccc32)c2ccccc2c1=O	5	1	5	.	-3	108	1	1526	1	4	-5
N#Cc1c(N)nc(N2CCCC2)c(C#N)c1-c1ccc(Cl)cc1	-4	0	-4	-0.03	1	106	1	1578	0.9	8	-2

Continued.
Structure	PPARg SRC-1 ag	PPARg SRC3 recr	STAT1 blocker	ROMK mod	PPARg SRC2 recr	STAT3 activator	TNAP act hi DEA	SRC2 TRFRET art	bIAP activator	bIAP inhibitor	STAT3 inh
Cc1ccc(NC(=O)COC(=O)/C=C/c2cccc(Cl)c2)cc1S(=O)(=O)N1CCOCC1	6	-1	-11	.	7	107	1	1594	1	-1	-14
Cc1cc(-c2c(C)[nH]n(-c3ccc(Cl)cc3)c2=O)n(-c2ccc(Cl)cc2)n1	1	2	-3	.	6	110	1	1772	1	0	0
O=S(=O)(CCc1nnc(-c2ccc(Br)cc2)o1)c1ccc(Cl)cc1	-1	0	2	.	-2	101	1.1	1580	0.9	7	2
Clc1ccccc1Cc1noc(CN2CCN(Cc3ccccn3)CC2)n1	-5	4	-11	0.25	2	100	1	1501	1.3	-25	3
COCCCNc1nnc(Cc2ccccc2)c2ccccc12	6	2	10	-1.1	3	99	1	1694	1	-3	4
COc1ccc(C(=O)NC(=S)Nc2ccc(Cl)c(C(=O)O)c2)cc1	7	1	-13	0.032	5	101	1	1836	1	-1	1
COc1ccc(C(=O)N2CCN(c3ccccn3)CC2)cc1[N+](=O)[O-]	10	5	3	0.8	3	101	1.1	1429	0.9	10	8
CCOc1ccccc1C(=O)NCc1ccco1	13	-2	-4	-0.53	2	102	1	1480	0.8	20	2
CCOc1cc2[nH]c(=O)n(Cc3ccc(C(=O)NCCCN4CCCC4=O)cc3)c(=O)c2cc1OCC	11	1	7	.	3	100	1	1535	1.3	-29	5
COC(=O)c1c(NC(=O)c2ccccc2)sc(Cc2ccccc2)c1C	-12	-1	1	-0.00074	-3	107	1.1	1454	0.8	24	-3
O=C(N/N=C/c1cccc(OCc2ccccc2)c1)c1cccs1	6	6	-24	.	-11	91	1.1	1604	1	4	14
CCOC(=O)Cc1csc(SCC(=O)NC2CCCCC2)n1	6	5	-9	.	-1	100	1	1492	1	-4	2
CCN1CCCC1CNC(=O)CCc1nnc(CCC2CCCCC2)o1 (stereo unspecified)	5	1	-1	-0.36	-3	96	1.1	1632	1	-2	10
CN(C)CCCN(C(=O)c1ccc(N2C(=O)CCC2=O)cc1)c1nc2c(F)cccc2s1	22*	2	-8	0.29	7	99	1	1737	1.1	-13	12
CCN1CCN(C(=O)/C=C/c2ccc3c(c2)OCO3)CC1	3	2	-8	0.54	4	101	1	1435	1.1	-7	1
Cc1ccc(C(=O)NNC(=O)CSc2nc(N)cc(N)n2)cc1	-2	0	-1	.	-12	99	1	1549	0.9	11	0
O=C(NCC1CCCO1)C1CCN(C2CCN(C(=O)C3CCCCC3)CC2)CC1 (stereo unspecified)	1	-1	-7	0.043	-6	103	1.1	1504	1	1	1
O=C(CSc1nc2ccccc2o1)NC1CCCC1	16	1	7	0.68	4	96	1	1794	0.8	18	7
Cn1c(=O)c2c(nc(SCc3cccnc3)n2Cc2ccc(F)cc2)n(C)c1=O	7	12	11	0.37	5	96	1.1	1442	1.1	-6	9
Brc1cccc(-c2n[nH]c(-c3ccccc3)n2)c1	0	5	-42	.	3	152*	1	1560	1.1	-13	-55
Cc1ccc(SCC(=O)NC2CCS(=O)(=O)C2)cc1 (stereo unspecified)	-2	-2	-6	0.0072	1	102	1.1	1678	0.9	6	2
CN(C)CC#CCOC(c1ccccc1)c1ccccc1	0	6	-4	-0.4	-2	95	1	1522	1	0	10

Record cards (already shown):
Listed for CCOc1ccc(S(=O)(=O)c2c(C(=O)c3ccccc3)cnc3cc4c(cc23)OCCO4)cc1 = PPARg SRC-1 ag: 7; PPARg SRC3 recr: -6; STAT1 blocker: -5; ROMK mod: .; PPARg SRC2 recr: -4; STAT3 activator: 108; TNAP act hi DEA: 1; SRC2 TRFRET art: 1938; bIAP activator: 1; bIAP inhibitor: -5; STAT3 inh: -15
Listed for N#CCCn1c(SCC(=O)NCCc2ccc(F)cc2)nc2ccccc21 = PPARg SRC-1 ag: -2; PPARg SRC3 recr: -8; STAT1 blocker: 3; ROMK mod: -1.1; PPARg SRC2 recr: -6; STAT3 activator: 106; TNAP act hi DEA: 1; SRC2 TRFRET art: 1424; bIAP activator: 1; bIAP inhibitor: 1; STAT3 inh: -3
